# Bioassay records deposited in PubChem by MTDP.
# RNase H inhibition: RNase H inhibition, HIV 1 Gag Pol polyprotein, FRET biochemical assay, screening (AID 372); actives 0.77% (n = 100,000); one-dose inhibition, % at 10 µM; IC50 in µM for titrated hits; HIV-1 RT RNase H, FRET RNA/DNA substrate fluorescence; higher % means a stronger effect; in the data active = inhibition above about 50%
# Starred values were filed as active, the others as inactive.
SMILES,RNase H inhibition
CC(C)(C)c1nnc(NC(=O)c2cccc([N+](=O)[O-])c2)s1,13%
CCc1ccc2oc(-c3ccc(C)c(NC(=O)COc4ccccc4)c3)nc2c1,44%
COc1cc(/C=C2\SC(=O)NC2=O)cc([N+](=O)[O-])c1O,15%
COc1ccc(N(CC(=O)N/N=C/c2cc(Br)c(C)o2)S(=O)(=O)c2ccccc2[N+](=O)[O-])c(OC)c1,9%
Cc1onc(-c2ccccc2Cl)c1C(=O)Nc1ccc(O)c(C(=O)O)c1,5%
COc1cc(/C=C(/C#N)C(=O)NCc2ccccc2)cc(OC)c1O,18%
COc1ccc(C2OCC3(COC(C)=O)C(C)C=C(C)C2C3C)cc1 (stereo not given),12%
CCOC(=O)CSc1nc(C)cc(=O)[nH]1,2%
Cc1cc(Br)cc2c(N=Nc3cccc4cccnc34)c(O)n(C)c12,2%
O=C(Cc1ccccc1)Nc1ccccc1NC(=O)Cc1ccccc1,6%
Cc1cc(Cl)ccc1OCCCC(=O)Nc1ccc(C(N)=O)cc1,5%
Cc1ccc(/C=N/NC(=O)COc2ccc(Cl)cc2[N+](=O)[O-])s1,17%
Cc1ccc(-c2ccc(C=NN3C(=O)C4C5C=CC(C6CC56)C4C3=O)o2)c([N+](=O)[O-])c1 (stereo not given),22%
CCOC(=O)c1c(NC(=O)c2cccnc2)sc(C(=O)N(CC)CC)c1C,23%
O=C(NC(=S)Nc1nc(-c2ccccc2)cs1)c1ccc(-c2ccccc2)cc1,7%
Cn1ccc(C(=O)N/N=C/c2cccc(OCc3ccccc3)c2)n1,9%
O=C1NC(=S)S/C1=C/c1ccc(Cl)cc1,10%
COc1ccc(CCNC(=O)CN(c2ccccc2F)S(=O)(=O)c2ccccc2)cc1,8%
COc1ccc(Cl)cc1N(CC(=O)N1CCOCC1)S(=O)(=O)c1ccc(C)c([N+](=O)[O-])c1,0%
COc1ccc(-c2noc(COc3ccc(C)cc3Br)n2)cc1OC,20%
O=C(O)c1ccccc1C(=O)c1ccc2ccc3cccc4ccc1c2c34,12%
C=CCOC(=O)C1=C(C)N(CC)C(=O)NC1c1cc(Br)c(O)c(OC)c1 (stereo not given),7%
O=C(O)COc1ccc(/C=C2\C(=O)NN(c3ccccc3)C2=O)cc1,17%
O=C(NC(=S)Nc1ccc2oc(-c3ccccc3F)nc2c1)c1ccc([N+](=O)[O-])cc1,15%
CC1CC(N(C(=O)c2cccc(Br)c2)c2ccccc2)c2ccccc2N1 (stereo not given),15%
SMILES,RNase H inhibition
COc1ccc(C(=O)NC(=S)Nc2cc(-c3nc4cc(C)ccc4o3)ccc2Cl)cc1OC,0%
CC(=O)N1c2ccccc2NC2=C(C(=O)CC(C)(C)C2)C1c1cccc([N+](=O)[O-])c1 (stereo not given),15%
CCN(CC)c1ccc(/C=N/NC(=O)CN(c2ccc(OC)cc2)S(=O)(=O)c2ccccc2)cc1,14%
O=C(Nc1ccc(F)cc1F)c1cc2ccccc2oc1=O,20%
N#Cc1cccc(N=Cc2cccc(O)c2O)c1,10%
CC1CCCCC1N1CCN(Cc2ccncc2)CC1 (stereo not given),5%
Cc1cc2c(cc1C)C(c1cccc(C(F)(F)F)c1)CC(=O)N2 (stereo not given),7%
C/C(=N\N=C1\NC(=O)C(CC(=O)Nc2ccccc2Br)S1)c1ccc(Cl)cc1 (stereo not given),5%
Cc1ccc(OCC(=O)Nc2cccc3ccccc23)c(Br)c1,26%
Cc1cccc(N=Cc2c(C)c(C#N)c3[nH]c4ccccc4n3c2=O)c1C,6%
COc1ccc(C/C(N)=N/OC(C)=O)cc1OC,0%
COC(=O)COc1ccc(/C=C2\C(=O)NC(=S)N(c3ccc(OC)cc3)C2=O)cc1OC,2%
O=C(Nc1ccc(Cl)c(Cl)c1)C1C2CCC3C(CCC21)C3(Cl)Cl (stereo not given),9%
Cc1cc(=O)oc2c(I)c(OCc3ccccc3)ccc12,9%
CC(C)N(CCC#N)S(=O)(=O)c1ccc(-c2ccc([N+](=O)[O-])cc2)cc1,0%
CN1C(=O)C(=Cc2ccc(-c3ccc(Cl)cc3[N+](=O)[O-])o2)C(=O)N(C)C1=S,12%
C=CCNC(=O)CN(c1cc(Cl)ccc1OC)S(=O)(=O)c1ccccc1,9%
CCOc1cc(/C=C2/C(=O)NC(=O)N(C)C2=O)cc(Cl)c1O,16%
CC(=O)c1c(NCCc2ccccc2)nc(=O)n(-c2ccccc2)c1C,8%
Cc1nn(-c2ccc(I)cc2)c(C)c1-c1cccc([N+](=O)[O-])c1,6%
COc1ccc(NC(=O)CN(c2ccc(C)cc2C)S(C)(=O)=O)c(OC)c1,4%
Cc1cc(C)c(C=Nc2cccc(C(N)=O)c2)c(C)c1,4%
Cc1cc(I)ccc1NC(=O)CCC(=O)N/N=C/c1ccncc1,5%
CCOC(=O)c1[nH]c(=O)[nH]c1CSCCO,6%
COc1ccc2c(c1)CC/C2=N\OC(=O)c1ccccc1OC,20%

# Structures listed so far that contain two or more sulfur atoms, in the order listed:
SMILES,RNase H inhibition
O=C(NC(=S)Nc1nc(-c2ccccc2)cs1)c1ccc(-c2ccccc2)cc1,7%
O=C1NC(=S)S/C1=C/c1ccc(Cl)cc1,10%

# Following part.
SMILES,RNase H inhibition
COc1ccc(/C(C)=N/OCC(=O)N2CCN(C(c3ccccc3)c3ccccc3)CC2)cc1OC,51%*
O=C(Nc1ccc(Cl)c(-c2nc3ccccc3s2)c1)c1ccccc1Cl,15%
CCCN1C=CC(=C2C(=O)c3ccccc3C2=O)C=C1,7%
Cc1ccnc(Nc2nc(-c3ccc(Cl)c(Cl)c3)cs2)c1,10%
CC(=O)c1cc(C(=O)Nc2ccccc2)c(C)o1,10%
CCOc1cccc(N2C(=O)NC(=O)/C(=C\c3ccc(OCC(=O)O)c(Cl)c3)C2=O)c1,8%
N#C/C(=C\c1cccc2ccccc12)C(N)=O,0%
Cc1nc(Nc2nc3ccccc3o2)[nH]c(=O)c1C,0%
CCOc1ccc(OCC)c(S(=O)(=O)Oc2cccc3cccnc23)c1,25%
COc1cccc(OC)c1C(=O)NCc1ccc(S(N)(=O)=O)cc1,0%
O=C(/C=C/c1ccccc1)N1CCN(CCN2C(=O)C3C4C=CC(C4)C3C2=O)CC1 (stereo not given),0%
O=[N+]([O-])C1([N+](=O)[O-])CCCc2nn(-c3ccccc3)nc21,6%
Cc1cc(Br)ccc1N1C(=O)NC(=O)/C(=C\c2cc(C)n(C)c2C)C1=O,4%
CC(=O)Nc1ccc(NC(=O)c2ccccc2)c(Cl)c1,0%
O=C(c1ccc(F)cc1)N(c1ccc(Cl)cc1)C1C=CS(=O)(=O)C1 (stereo not given),4%
CCCCc1ccc(NS(=O)(=O)c2cc(Cl)ccc2Cl)cc1,10%
COc1ccccc1NC(=O)Nc1nnc(-c2ccccc2SCc2ccc(F)cc2)s1,10%
CCOC(=O)C1=C(C)OC(N)=C(C#N)C1c1c(C)c(C)cc(C)c1C (stereo not given),0%
O=C(Nc1ccc2nn(-c3ccccc3)nc2c1)c1ccc(I)cc1,38%
O=C(c1ccc(S(=O)(=O)N2CCOCC2)cc1)N1CCN(c2ccccc2)CC1,0%
Nc1ccccc1C(=O)N/N=C\c1ccc(Br)o1,3%
COc1ccc(C(=O)NC(=S)Nc2nc(-c3cccc([N+](=O)[O-])c3)cs2)cc1Cl,54%*
CCOc1cccc(C(=O)Nc2cc(-c3nc4ccccc4[nH]3)ccc2C)c1,9%
Cc1ccc(C=Nc2ccc(-c3ccc([N+](=O)[O-])cc3)cc2)s1,11%
Cc1cc(C(=O)Nc2ccc(C(=O)O)cc2)c(-c2ccccc2)o1,10%
SMILES,RNase H inhibition
CCOC(=O)C1=C(C)N=c2s/c(=C\c3ccc(C(C)C)cc3)c(=O)n2C1c1ccc2c(c1)OCO2 (stereo not given),35%
O=C1C2C3c4ccccc4C(c4ccccc43)C2C(=O)N1c1cc(C(F)(F)F)ccc1Cl (stereo not given),11%
O=C(Nc1cccc(Cl)c1)Nc1nnc(Cc2ccc(Cl)cc2Cl)s1,11%
C=CCOc1ccccc1C=C1C(=O)NC(=O)NC1=O,5%
O=C(/C=C/c1ccccc1F)c1c(-c2ccccc2)c2cc(Cl)ccc2[nH]c1=O,48%
O=C(COc1ccccc1Cl)Nc1ccc2nn(-c3ccccc3)nc2c1,53%*
Cc1cccc(NC(=O)C2CCCN2C(=O)OC(C)(C)C)c1 (stereo not given),3%
COc1cccc(OC)c1OCCCOc1cccc(Cl)c1Cl,28%
COc1cccc(-c2nnc(NC(=O)Nc3cccc(Cl)c3)s2)c1,9%
O=C(/C=C/c1ccccc1)NCC1(c2ccccc2)CCOCC1,4%
COc1cc(N)c(C(c2ccc(C)o2)c2ccc(C)o2)cc1OC,16%
C(#CCn1c2ccccc2c2ccccc21)CN1CCOCC1,11%
CCOC(=O)c1ccccc1NC(=O)CCc1ccccc1,41%
CCOc1cc(/C=C2\SC(N)=NC2=O)cc(Cl)c1OCCOc1cccc(OC)c1,28%
CCOc1cc(/C=C2/C(=O)NC(=O)N(c3ccccc3F)C2=O)cc(Cl)c1O,1%
CCOc1cc(/C=C(\C#N)c2nc(-c3ccc(OC)cc3)cs2)ccc1O,1%
S=c1[nH]cnc2sc3c(c12)CCC3,8%
O=C1NN(c2ccc(F)cc2)C(=O)/C1=C\c1ccc(-c2cccc(C(=O)O)c2)o1,11%
COC(=O)c1sccc1NC(=O)C(Sc1ccccc1)c1ccccc1 (stereo not given),17%
COc1cc(C(=O)Nc2cc(-c3nc4cc(C)c(C)cc4o3)ccc2Cl)cc(OC)c1OC,1%
CCCOc1ccc(C(=O)NC(=S)Nc2ccc(O)c(-c3nc4cc(C)c(C)cc4o3)c2)cc1,17%
COC(=O)C1=C(C)N(C)C(C)=C(C(=O)OC)C1c1ccc(Cl)c(Cl)c1,8%
Nc1c(C(=O)c2ccccc2)sc2nc(-c3ccccc3)ccc12,11%
N#Cc1c(-c2ccc3c(c2)OCO3)c(C#N)c2nc3ccccc3n2c1N,5%
O=C(NC(NC(=S)Nc1ccc(-c2ccccc2)cc1)C(Cl)(Cl)Cl)c1ccccc1Cl (stereo not given),42%

# 4 compounds from above, arranged by count of non-hydrogen atoms, highest first:
SMILES,RNase H inhibition
O=C1NN(c2ccc(F)cc2)C(=O)/C1=C\c1ccc(-c2cccc(C(=O)O)c2)o1,11%
CCOc1cc(/C=C2/C(=O)NC(=O)N(c3ccccc3F)C2=O)cc(Cl)c1O,1%
C(#CCn1c2ccccc2c2ccccc21)CN1CCOCC1,11%
CCOC(=O)c1ccccc1NC(=O)CCc1ccccc1,41%

# The list goes on:
SMILES,RNase H inhibition
O=[N+]([O-])c1cccc(N/N=C/c2ccc3c(c2)OCO3)c1,0%
CCc1ccc(-c2nc3cc(NC(=O)c4ccc5c(c4)OCCO5)ccc3o2)cc1,15%
COc1ccc(C2Nc3ccccc3C(=O)N2Cc2ccco2)cc1CN1C(=O)c2ccccc2C1=O (stereo not given),8%
Cc1cc(Cl)ccc1OCC(O)CN1C(C)CCCC1C (stereo not given),2%
COC(=O)CN(c1ccccc1)S(C)(=O)=O,0%
COC(=O)c1c(NC(=O)c2ccco2)sc2c1CCC2,25%
O=[N+]([O-])c1ccc(C(O)C23CN4CN(CN(C4)C2)C3)cc1 (stereo not given),0%
O=C1CC(N2CCN(c3ccc([N+](=O)[O-])cc3)CC2)C(=O)N1c1ccccc1F (stereo not given),12%
Cc1ccc(OCCOc2ccccc2/C=C2\SC(N)=NC2=O)cc1C,20%
Cc1ccc(S(=O)(=O)N2CCC(C(=O)O)CC2)c2nsnc12,13%
CC(C)n1c2ccccc2c2nnc(SCC(N)=O)nc21,5%
Cc1c(N=Cc2ccc[nH]2)c(=O)n(-c2ccccc2)n1C,0%
COC(=O)C1=C(C)N=c2s/c(=C\c3cccnc3)c(=O)n2C1c1ccc(OC)cc1 (stereo not given),17%
O=C(O)/C=C\C(=O)Nc1ccc([N+](=O)[O-])cc1,9%
O=C1C(=O)N(c2ccccc2)C(c2ccccc2)/C1=C(/O)c1ccc(F)cc1 (stereo not given),11%
C=C(C)CNC(=S)NNC(=O)COc1cccc(C)c1,4%
COc1ccc(NC(=O)/C(C#N)=C/c2cc(C)n(C3CCCCC3)c2C)cc1,9%
O=C(c1cc2ccccc2oc1=O)N1CCN(c2ccc([N+](=O)[O-])cc2)CC1,15%
O=C(COc1ccc(Br)cc1)Nc1ccc(F)cc1F,0%
COc1ccc(C(=O)Nc2c(-c3ccccc3)nc3ccc(C)cn23)cc1,7%
COc1ccc(/C=N\Nc2ncccc2[N+](=O)[O-])c(OC)c1,0%
CC12CCC(C(=O)N(c3nccs3)C1=O)C2(C)C (stereo not given),3%
Cc1cc(C)c2oc(-c3cc(NC(=O)c4ccc([N+](=O)[O-])c(C)c4)ccc3O)nc2c1,8%
O=C(O)c1cccc(Oc2ccccc2[N+](=O)[O-])c1,9%
CCc1nc(SCC(=O)c2c[nH]c3ccccc23)n[nH]1,12%
O=C(N/N=C/c1cc([N+](=O)[O-])ccc1O)c1ccc(O)c(O)c1,35%
Cc1ccc(NC(=O)c2ccc(Br)cc2)c([N+](=O)[O-])c1,5%
Cc1ccc2[nH]c(O)c(N=NC(=O)c3ccc(Br)cc3)c2c1Br,11%
O=c1[nH]c(/C=C/c2ccc(Cl)cc2)nc2ccccc12,0%

# As a short view, part of the list above.
SMILES,RNase H inhibition
O=C(N/N=C/c1cc([N+](=O)[O-])ccc1O)c1ccc(O)c(O)c1,35%
Cc1ccc(NC(=O)c2ccc(Br)cc2)c([N+](=O)[O-])c1,5%
Cc1ccc2[nH]c(O)c(N=NC(=O)c3ccc(Br)cc3)c2c1Br,11%
O=c1[nH]c(/C=C/c2ccc(Cl)cc2)nc2ccccc12,0%

# The list is partial (hit frequency here may not be typical).
